Compound activity as filed in PubChem.
GRIN3A LBD mod: modulates the human NR3A ligand-binding domain; Tm shift relative to glycine control, % at 25 µM; 2.5% of 340,000 active; NR3A LBD differential scanning fluorimetry, Tm shift; 0% = protein alone, 100% = glycine-bound protein; AID 1259313;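 active means melting temperature shift of at least 10% of the positive control shift, at one fixed dose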
MPTP block: permeability transition pore inhibition. 1.4% of 360,000 active. isolated mouse mitochondria, Ca2+ swelling absorbance, 30 min. AID 602449. inhibition, % at 10 µM;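 active means inhibition of 50% or more, scaled per plate between neutral and stimulator controls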;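 further: 0% = DMSO wells given calcium and 100% = 1 mM EGTA wells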
PfGluPho inh: PfG6PD (Plasmodium falciparum) enzyme inhibition; 0.78% of 350,000 active; PfGluPho enzyme, NADPH resazurin-diaphorase fluorescence; inhibition, % at 20 µM;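 active means inhibition reaching at least a set limit at 20 µM in the primary screen, cut at about 59% in these data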;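 further: 0% = DMSO wells with substrate and 100% = DMSO wells lacking glucose-6-phosphate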
SENP1 inh: blocks the human SENP1 SUMO protease catalytic domain; Q9P0U3; recombinant SENP1 catalytic domain, CyPet-SUMO1-YPet FRET cleavage; inhibition, % at 10 µM; 0.21% of 360,000 active; AID 624204;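 active means inhibition at least 30% at 10 µM, raw YFP signal under a set limit, fluorescence ratio 0.5 to 1.5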;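 further: 0% = enzyme with DMSO and 100% = no enzyme wells; some results filed as inactive read as strong as hits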
Target sequence (Q9P0U3 419-644 limits assumed): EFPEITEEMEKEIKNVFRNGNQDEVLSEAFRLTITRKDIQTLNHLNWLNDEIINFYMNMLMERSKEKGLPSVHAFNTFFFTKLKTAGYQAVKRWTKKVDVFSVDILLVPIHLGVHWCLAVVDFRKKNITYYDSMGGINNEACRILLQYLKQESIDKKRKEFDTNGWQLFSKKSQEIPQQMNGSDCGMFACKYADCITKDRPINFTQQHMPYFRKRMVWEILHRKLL
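Material: hSENP1 catalytic domain, recombinant; medium: Tris pH 8 with BME, BSA, NP40 and catalase; compound: single concentration of 10 µM compound, 0.5% DMSO final; technique: FRET read of cyan and yellow fluorescence; timing: 50 min enzyme reaction, room temperature, light-protected; reagent: SFCypet-SUMO1-SFYpet substrate at 25 nM; control set: no-enzyme low, enzyme-DMSO high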
SENP6 block: inhibitors of human SENP6 protease. 1.8% of 330,000 active. Recombinant SENP6 catalytic domain, aminoluciferin luminescence. inhibition, % at 10 µM. AID 2599. Q9GZR1;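 active means inhibition above about 50% at the single tested dose, limit read from the data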;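 further: plate controls were DMSO wells with enzyme for no effect and DMSO wells lacking enzyme for full effect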
Target sequence (Q9GZR1 628-1112 limits assumed): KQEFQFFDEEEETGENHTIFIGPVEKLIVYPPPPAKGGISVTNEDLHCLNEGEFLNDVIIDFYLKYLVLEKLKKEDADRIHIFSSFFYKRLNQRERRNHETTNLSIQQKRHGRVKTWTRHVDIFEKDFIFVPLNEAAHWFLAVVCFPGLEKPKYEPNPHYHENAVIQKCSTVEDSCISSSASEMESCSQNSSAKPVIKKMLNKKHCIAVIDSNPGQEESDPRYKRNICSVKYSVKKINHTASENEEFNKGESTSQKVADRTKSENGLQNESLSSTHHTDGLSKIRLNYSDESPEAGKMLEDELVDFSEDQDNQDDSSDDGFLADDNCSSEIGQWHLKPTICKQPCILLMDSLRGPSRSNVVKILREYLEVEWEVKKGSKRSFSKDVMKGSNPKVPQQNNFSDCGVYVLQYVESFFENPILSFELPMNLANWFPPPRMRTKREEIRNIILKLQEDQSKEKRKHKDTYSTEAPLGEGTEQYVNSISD
ATG4B inh: blocks human ATG4B protease cleavage of LC3 substrate; Q9Y4P1; ATG4B cleavage of LC3-PLA2, NBD-HPC fluorescence, 1 h; inhibition, % at 8.33 µM; 0.51% of 340,000 active; AID 504462; in the data active means inhibition above about 40%
Target sequence (Q9Y4P1 whole entry, looked up): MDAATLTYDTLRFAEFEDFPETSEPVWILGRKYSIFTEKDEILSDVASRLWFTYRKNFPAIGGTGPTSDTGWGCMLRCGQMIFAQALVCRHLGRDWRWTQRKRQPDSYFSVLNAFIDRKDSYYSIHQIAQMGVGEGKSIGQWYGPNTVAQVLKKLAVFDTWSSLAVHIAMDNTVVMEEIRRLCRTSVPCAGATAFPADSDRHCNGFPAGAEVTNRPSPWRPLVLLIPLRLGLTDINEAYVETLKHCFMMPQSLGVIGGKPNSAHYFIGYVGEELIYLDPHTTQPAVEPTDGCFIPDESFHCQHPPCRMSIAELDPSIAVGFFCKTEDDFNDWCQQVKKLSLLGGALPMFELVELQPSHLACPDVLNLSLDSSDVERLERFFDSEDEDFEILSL
hIAP act: increases human intestinal alkaline phosphatase activity. purified human IAP, CDP-Star luminescence, 30 min; active compounds read high; 1 = vehicle-only enzyme, 0 = enzyme-free background. P09923. activation factor at 10 µM. 0.16% of 330,000 active;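 active means activation factor of the enzyme at least 2-fold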; further: the source names both 10 and 20 µM as test concentration; values of inactives mirror those of a sister screen read the other way
SENP8 block: SENP8 (human) protease inhibition; AID 602440; inhibition, % at 20 µM; Q96LD8; 0.64% of 360,000 active; recombinant SENP8, Nedd8 substrate fluorescence; in the data active means inhibition mostly above about 40%, no sharp cut-off; inactive means mostly below about 27%
Starred values were filed as active, the others as inactive; x = not tested or not shown; & = joins results of further samples.

SMILES | GRIN3A LBD mod | MPTP block | PfGluPho inh | SENP1 inh | SENP6 block | ATG4B inh | hIAP act | SENP8 block
O=C(NCCC1CCCCN1S(=O)(=O)c1ccc(Cl)cc1)C(=O)NCc1ccco1 (stereo not drawn) | 0 | 1.5 | -1 | 1 | 3 | -4 | 1 | -2
CCOC(=O)c1c(C)[nH]c(N=Nc2ccccc2Cl)c1C | -6 | 4.4 | 28 | 1 | -2 | -6 | 0.9 | 35
COc1ccc(N(CC(=O)Nc2cc(C)ccc2C)S(=O)(=O)c2ccccc2[N+](=O)[O-])c(OC)c1 | -3 | -2.1 | 9 | 3 | 11 | -10 | 1 | 15
O=C(NCc1ccc(F)cc1)C(c1ccccc1)N(CC1CCCO1)C(=O)Cn1nnc2ccccc21 (stereo not drawn) | 1 | -0.3 | 8 | 3 | 8 | -13 | 1.1 | 17
Cc1ccc(Cl)cc1NC(=O)COC(=O)C12CC3CC(CC(C3)C1)C2 | -8&-3 | -0.2&9.2 | 3&2 | -2&0 | -13&-17 | 4&-3 | 0.94&0.92 | 14&8
Cc1noc(C)c1NC(=O)N(C)C[C@@H]1OCc2cnnn2CCCC(=O)N([C@H](C)CO)C[C@@H]1C | x | -0.5 | 0 | 0 | x | x | x | 9
COC(=O)C1C(c2ccccc2)NC(=O)NC1(O)C(F)(F)Cl (stereo not drawn) | 0 | -4.4 | 6 | 2 | 5 | 0 | 0.93 | 18
CSc1ccc(C(=O)N2CCC(CCC(=O)NCc3ccc(F)cc3)CC2)cc1 | 0 | -0.9 | -6 | 4 | 7 | 11 | 0.84 | 0
O=C1CC(C(=O)N2CCN(c3ccccc3)CC2)CN1Cc1ccccc1 (stereo not drawn) | -1 | -1.2 | 3 | 2 | -9 | 5 | 1 | -1
CCC(C)(C)C1CCC2(CC1)NC(=S)N(c1ccccc1)N2 (stereo not drawn) | 2 | 5.7 | 6 | 1 | 4 | -4 | 0.9 | 3
CCn1c(O)c(C#N)c(C)cc1=O | 2 | 2.0 | 32 | 1 | -14 | -1 | 1 | 7
COc1ccc(C(C#N)=C2C=CC(=NO)C=C2)cc1 | 1 | 7.1 | 61* | -8 | -8 | 4 | 0.78 | 28
C[C@@H]1CCCCO[C@@H](CN(C)S(=O)(=O)c2ccccc2)[C@@H](C)CN([C@H](C)CO)C(=O)c2cc(NS(=O)(=O)c3ccc(F)cc3)ccc2O1 | x | 0.7 | 25 | 6 | x | x | x | 10
CCc1ccc(-c2ccc(C(=O)C(F)(F)F)[nH]2)cc1 | 2 | 2.5 | 14 | 1 | 2 | -7 | 1.1 | 10
O=C(NCCc1ccccc1)C1CCC(Cn2c(=O)c3ccccc3n(Cc3cccnc3)c2=O)CC1 (stereo not drawn) | -5 | -0.7 | 12 | -11 | 2 | 5 | 1.1 | -8
Nc1ccc(C(=O)OCC(=O)N2c3ccccc3Sc3ccccc32)cc1[N+](=O)[O-] | 0 | 2.1 | -3 | -1 | x | -1 | x | 3
O=C(O)C1C2C=CC(O2)C1C(=O)NC1CCCc2ccccc21 (stereo not drawn) | 1 | -0.9 | -22 | 0 | 11 | -4 | 1 | 24
CCC1Oc2ccc(C)cc2N(CC(=O)N2CCCC2)C1=O (stereo not drawn) | 0 | -0.5 | -8 | 1 | -3 | 1 | 1.1 | 1
O=C1/C(=C/c2cccnc2)Sc2ccccc21 | 0 | -2.5 | 17 | 5 | 16 | 4 | 0.85 | -5
N#C/C(=C/c1ccc(-c2ccccc2[N+](=O)[O-])o1)C(N)=O | -1 | -0.1 | -8 | 0 | 9 | 2 | 0.87 | 17
CCn1ccnc1CNC(=O)CC1C(=O)NCCN1Cc1ccccc1F (stereo not drawn) | -3 | 0.8 | -4 | -3 | 6 | 31 | 0.87 | -4
COc1ccc(/C(C)=N/NC2=NCCN2)cc1Cl | -5 | -1.6 | 15 | -1 | 7 | -8 | 0.97 | 18
Cc1ccc(NC(=O)OCc2cc(-c3ccccc3)on2)cc1 | -3 | 1.9 | -6 | 3 | 14 | 2 | 1 | 15
N#C/C(=C/c1ccncc1)c1nc2ccccc2s1 | -2 | 2.2 | 14 | -5 | -11 | -5 | 1 | -268
O=C1CN(C(=O)COC(=O)CCc2ccccc2)c2ccccc2N1 | 5 | 0.5 | -14 | 0 | -7 | -2 | 0.79 | -4

As a working copy, 11 of the compounds above.
SMILES | GRIN3A LBD mod | MPTP block | PfGluPho inh | SENP1 inh | SENP6 block | ATG4B inh | hIAP act | SENP8 block
Cc1noc(C)c1NC(=O)N(C)C[C@@H]1OCc2cnnn2CCCC(=O)N([C@H](C)CO)C[C@@H]1C | x | -0.5 | 0 | 0 | x | x | x | 9
COC(=O)C1C(c2ccccc2)NC(=O)NC1(O)C(F)(F)Cl (stereo not drawn) | 0 | -4.4 | 6 | 2 | 5 | 0 | 0.93 | 18
CSc1ccc(C(=O)N2CCC(CCC(=O)NCc3ccc(F)cc3)CC2)cc1 | 0 | -0.9 | -6 | 4 | 7 | 11 | 0.84 | 0
O=C1CC(C(=O)N2CCN(c3ccccc3)CC2)CN1Cc1ccccc1 (stereo not drawn) | -1 | -1.2 | 3 | 2 | -9 | 5 | 1 | -1
CCC(C)(C)C1CCC2(CC1)NC(=S)N(c1ccccc1)N2 (stereo not drawn) | 2 | 5.7 | 6 | 1 | 4 | -4 | 0.9 | 3
CCn1c(O)c(C#N)c(C)cc1=O | 2 | 2.0 | 32 | 1 | -14 | -1 | 1 | 7
COc1ccc(C(C#N)=C2C=CC(=NO)C=C2)cc1 | 1 | 7.1 | 61* | -8 | -8 | 4 | 0.78 | 28
C[C@@H]1CCCCO[C@@H](CN(C)S(=O)(=O)c2ccccc2)[C@@H](C)CN([C@H](C)CO)C(=O)c2cc(NS(=O)(=O)c3ccc(F)cc3)ccc2O1 | x | 0.7 | 25 | 6 | x | x | x | 10
CCc1ccc(-c2ccc(C(=O)C(F)(F)F)[nH]2)cc1 | 2 | 2.5 | 14 | 1 | 2 | -7 | 1.1 | 10
O=C(NCCc1ccccc1)C1CCC(Cn2c(=O)c3ccccc3n(Cc3cccnc3)c2=O)CC1 (stereo not drawn) | -5 | -0.7 | 12 | -11 | 2 | 5 | 1.1 | -8
Nc1ccc(C(=O)OCC(=O)N2c3ccccc3Sc3ccccc32)cc1[N+](=O)[O-] | 0 | 2.1 | -3 | -1 | x | -1 | x | 3

(listing goes on)
SMILES | GRIN3A LBD mod | MPTP block | PfGluPho inh | SENP1 inh | SENP6 block | ATG4B inh | hIAP act | SENP8 block
COc1ccccc1NC(=O)N1CCCC(CNC(=O)c2ccccc2Cl)C1 (stereo not drawn) | 2 | -1.5 | 4 | 0 | 4 | -1 | 1.2 | 16
Cc1ccc(C)c(NC(=S)N2CCN(CCO)CC2)c1 | 3 | -0.1 | -8 | 2 | 1 | 3 | 0.93 | 16
O=C(c1cnn2cccnc12)N1CCN(Cc2ccc3c(c2)OCO3)CC1 | -1 | 0.9 | 4 | 1 | -14 | -4 | 1.2 | -26
Cc1ccc(S(=O)(=O)N2CCC(C(=O)Nc3ccccc3N3CCCCC3)CC2)cc1 | 0 | 3.8 | -4 | -1 | -12 | 28 | 1 | 2
CC1=C(C)C(=O)C(CCCCC#CCCCC#CCO)=C(C)C1=O | -5 | 22 | 89* | 5 | -24 | 12 | 0.76 | 4
CC(=O)NCC(=O)OC(C(=O)c1ccccc1)c1ccc(Cl)cc1 (stereo not drawn) | 0 | -0.6 | -11 | -1 | -2 | 0 | 1 | 7
COc1cc(C(=O)Nc2sc3c(c2C(=O)O)CCC3)cc(OC)c1OC | 0 | 0.6 | 7 | -7 | 22 | -2 | 1 | -198
O=C(NCc1ccco1)C(c1cccnc1)N(C(=O)Cn1nnc2ccccc21)c1ccccc1 (stereo not drawn) | -1 | 0.0 | -4 | 2 | -12 | -2 | 1.4 | 24
CC(C)CC(O)C1CCN(C(=O)CCc2nnc(-c3ccccc3)o2)CC1 (stereo not drawn) | 0 | -0.9 | 6 | 1 | 0 | -1 | 0.94 | 5
COc1ccc(C2=C(C=O)Cc3ccccc3O2)cc1 | -1 | 2.3 | -4 | -1 | 12 | 5 | 0.91 | 7
COc1ccc(/C=C2\CCC/C(=C\C=N\N(C)C)C2=O)cc1 | 0 | -2.0 | 12 | -5 | -8 | 2 | 1.1 | 21
O=C(NCCc1nc2ccccc2[nH]1)/C(=C/c1ccco1)NC(=O)c1ccco1 | 0 | -1.1 | -6 | -5 | -2 | 8 | 1 | -2
O=C(c1ccco1)N1CCN(Cc2csc(-c3ccccc3Cl)n2)CC1 | -4 | 1.2 | -6 | -3 | 46 | 17 | 0.86 | 11
Cc1cccc(C(=O)NCCCNC(=O)c2cccnc2)c1 | -2 | -0.6 | 5 | 1 | 7 | -3 | 0.96 | 0
O=S(=O)(NC1CCSc2ccccc21)c1ccccc1 (stereo not drawn) | 2 | -0.5 | 13 | 1 | -2 | -3 | 0.92 | 9
C=CCC[C@@H](Cc1ccc(F)cc1)C(=O)O[C@H](CNC(=O)[C@H](CC=C)CC(=O)N(CCO)Cc1ccccc1)c1ccccc1 | -3 | 0.5 | 10 | 2 | -5 | 12 | 1.1 | 7
COc1cccc2c(=O)c(C(=O)NCCc3ccccc3)c[nH]c12 | 0 | 1.2 | 40 | -15 | x | -6 | x | -103
Nc1nc(NCCOCCO)nc(Nc2cccc(F)c2)c1[N+](=O)[O-] | 2 | 1.1 | 10 | 0 | 10 | -8 | 0.87 | 28
CN(C)CCCNC(=O)c1ccc(/C=N/O)nc1 | -1 | -1.0 | -6 | 3 | 7 | -2 | 1 | 8
O=C(CCCCCN1C(=O)c2ccccc2C1=O)NC1CCCC1 | -2 | 0.1 | -4 | 1 | -1 | -6 | 1.1 | 21
Cc1cc(-c2nc(C)c(-c3nnc(SCC(=O)Nc4cc(Cl)cc(Cl)c4)n3C)s2)no1 | -6 | 12 | 8 | -5 | 10 | -1 | 0.99 | -444
Cc1cccc2cc(CN(C(=O)c3cccc([N+](=O)[O-])c3)C(C)C)c(=O)[nH]c12 | -3 | 0.4 | -7 | -1 | -7 | 3 | 1 | -16
Cc1ccc(-c2nc(Nc3ccc(N4CCOCC4)cc3)c3ccccc3n2)cc1 | 7 | 1.3 | 42 | 3 | 0 | -4 | 0.92 | 0
O=C(c1csc2ccccc12)n1cccn1 | -2 | 0.4 | -3 | 4 | 4 | 1 | 0.91 | 3
Cc1cc(C(=O)Nc2ccon2)cs1 | -2 | -0.5 | -4 | -1 | 14 | -4 | 0.97 | 12

Entries of single compounds, quoted from the list. Order of screens: GRIN3A LBD mod	MPTP block	PfGluPho inh	SENP1 inh	SENP6 block	ATG4B inh	hIAP act	SENP8 block
`Cc1cccc(C(=O)NCCCNC(=O)c2cccnc2)c1` as listed: -2	-0.6	5	1	7	-3	0.96	0
`COC(=O)C1C(c2ccccc2)NC(=O)NC1(O)C(F)(F)Cl` (stereo not drawn) as listed: 0	-4.4	6	2	5	0	0.93	18

(cont.)
SMILES | GRIN3A LBD mod | MPTP block | PfGluPho inh | SENP1 inh | SENP6 block | ATG4B inh | hIAP act | SENP8 block
CC(C)C12CN3CC(C(C)C)(CN(C1)C3(C)C)C2=O | -1 | -0.7 | -12 | 2 | 0 | -1 | 0.97 | 2
CCCCn1c(N)c(N(CC(C)C)C(=O)C2CSC3(C)CCC(=O)N23)c(=O)[nH]c1=O (stereo not drawn) | -1 | 0.1 | -1 | 1 | -12 | -4 | 1.1 | 5
CC(OC(=O)C1=COCCO1)C(=O)NC1CCCCC1 (stereo not drawn) | x | 1.3 | -19 | 0 | x | x | x | 8
Cc1ccc(NC(=S)NNC(=O)CSc2nnc(-c3ccc(Cl)cc3)n2C2CCCCC2)cc1 | -26 | 0.1 | -31 | 3 | -2 | -14 | 1 | 18
CC(C)(C)NC(=O)NC(=O)COC(=O)C1(C)CC1(Cl)Cl (stereo not drawn) | -1 | -0.5 | -2 | 4 | -9 | -4 | 1.1 | 13
O=c1ccc(N=Nc2ccccc2)ccc1O | -5 | 5.2 | -42 | 8 | x | -4 | x | 43*
CCCCCn1c(CN2CCCCC2C)nc2c1c(=O)n(C)c(=O)n2C (stereo not drawn) | -1 | 0.8 | 30 | 0 | -11 | -15 | 0.81 | 1
